Apaf1 inhib: inhibitors of human Apaf-1 apoptosome, primary screen, biochemical, DEVD-Rh110 fluorescence, uHTS | Apoptotic protease-activating factor 1 (Homo sapiens), O14727 | reconstituted apoptosome caspase-3 activity | inhibition, % at 20 µM | 330,000 tested, 0.71% active; active = inhibition of at least 40% at 20 µM;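 note: plate controls were DMSO wells for no effect and DEVD-CHO caspase inhibitor wells for full effect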
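System – cell-free apoptosome with Apaf-1, procaspase-3 and caspase-9 · Buffer or medium – pH 7.5 Hepes buffer with CHAPS, BSA, DTT · Also added – cytochrome c with DEVD-Rh110 · Times – 30 min compound preincubation, 50 min activation, room temperature · Technique – Rh110 fluorescence intensity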
Gli-Sufu antag: Gli-Sufu pathway antagonists, primary screen, luciferase luminescence, Sufu-KO-LIGHT cells, uHTS; Sufu-KO-LIGHT fibroblasts, Gli luciferase reporter luminescence; 340,000 tested, 0.74% active; inhibition, % at 5 µM;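 active = inhibition above about 55%, limit read from the data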;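 note: 0% = DMSO-treated cells and 100% = wells with medium but no cells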
CCR6 antagonist: CCR6 receptor antagonists, primary screen, cell-based, CHO-K1, luminescence, beta-arrestin, uHTS | C-C chemokine receptor type 6 (Homo sapiens), P51684 | CHO-K1 CCR6 PathHunter beta-arrestin, CCL20-stimulated | inhibition, % at 20 µM | 340,000 tested, 0.49% active | AID 493098, 2011;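 active = compounds whose inhibition of the agonist-driven luminescence signal at 20 µM reaches about 50%, limit read from the data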;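 note: cells stimulated with CCL20 at 14 nM final; plate controls were DMSO with CCL20 for no effect and DMSO without agonist for full effect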
Target sequence (P51684 whole entry, looked up): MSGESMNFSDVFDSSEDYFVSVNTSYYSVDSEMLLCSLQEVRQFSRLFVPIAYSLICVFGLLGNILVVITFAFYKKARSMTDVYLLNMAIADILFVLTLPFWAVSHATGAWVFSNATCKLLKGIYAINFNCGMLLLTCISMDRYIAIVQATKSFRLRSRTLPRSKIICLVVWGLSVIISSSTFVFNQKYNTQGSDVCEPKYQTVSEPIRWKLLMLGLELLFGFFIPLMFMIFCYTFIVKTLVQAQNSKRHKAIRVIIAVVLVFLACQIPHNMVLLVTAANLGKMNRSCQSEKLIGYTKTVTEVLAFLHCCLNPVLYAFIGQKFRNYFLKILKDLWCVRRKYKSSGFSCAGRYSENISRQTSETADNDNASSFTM
SENP8 block: SENP8 protease inhibitors, primary screen, biochemical, luminescence; purified SENP8, Z-RLRGG-aminoluciferin cleavage; inhibition, % at 10 µM; Sentrin-specific protease 8 (Homo sapiens), Q96LD8; 330,000 tested, 1.2% active
UBC13 polyUb: UBC13 polyubiquitin chain formation inhibitors, primary screen, biochemical, TR-FRET, uHTS; 330,000 tested, 0.47% active; inhibition, % at 20 µM; AID 485273, 2010; Ubiquitin-conjugating enzyme E2 N (Homo sapiens), P61088; in the data active = inhibition above about 45%, passing the limit was not always enough
Target sequence (P61088 whole entry, looked up): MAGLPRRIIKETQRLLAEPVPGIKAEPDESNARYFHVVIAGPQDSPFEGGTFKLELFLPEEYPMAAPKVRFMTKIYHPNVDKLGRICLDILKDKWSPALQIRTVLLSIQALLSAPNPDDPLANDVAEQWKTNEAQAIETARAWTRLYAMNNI
EBI2 antag: EBI2 receptor antagonists, beta-arrestin recruitment, primary screen, cell-based, luminescence, 7a,25-OHC stimulation, uHTS; G-protein coupled receptor 183 (Homo sapiens), P32249; 7a,25-OHC stimulated; inhibition, % at 5 µM; 360,000 tested, 0.81% active; AID 651636, 2012; in the data active = inhibition above about 38%;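 note: enzyme fragment complementation signal reports receptor beta-arrestin coupling in cells; 0% = agonist plus DMSO wells and 100% = wells without agonist; some results beyond the cut were filed as inactive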
Target sequence (P32249 whole entry, looked up, the tested form may be a part): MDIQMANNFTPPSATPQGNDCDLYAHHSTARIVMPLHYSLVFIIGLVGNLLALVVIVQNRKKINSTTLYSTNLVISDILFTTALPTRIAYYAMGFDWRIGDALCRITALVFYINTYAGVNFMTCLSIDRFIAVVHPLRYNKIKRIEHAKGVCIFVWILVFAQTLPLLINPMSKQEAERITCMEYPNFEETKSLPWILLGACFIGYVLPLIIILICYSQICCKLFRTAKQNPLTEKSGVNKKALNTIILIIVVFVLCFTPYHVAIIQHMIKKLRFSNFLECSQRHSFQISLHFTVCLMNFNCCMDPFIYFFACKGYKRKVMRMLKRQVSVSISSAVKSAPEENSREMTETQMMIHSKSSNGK
Jurkat NFkB inh: inhibitors of induced NF-kB luciferase reporter, primary screen, TCR NF-kB activation inhibitor project, cell-based, luminescence, uHTS | Jurkat, PMA/ionomycin-induced NF-kB luciferase reporter | inhibition, % at 4 µM | 330,000 tested, 0.53% active
697 NFkB inh: inhibitors of PMA/ionomycin-induced NF-kB reporter, 697 cells, primary screen, B-cell NF-kB inhibitor project, cell-based, luminescence, uHTS. 697 B-cell NF-kB luciferase reporter, 16 h. inhibition, % at 4 µM. 330,000 tested, 0.33% active; in the data active = inhibition above about 35%
* marks the source's active call; other numbers are inactive results. Cut-off read from the data, not from the text of the source, unless noted: active = inhibition above about 50%; inactive = the rest.

SMILES	Apaf1 inhib	Gli-Sufu antag	CCR6 antagonist	SENP8 block	UBC13 polyUb	EBI2 antag	Jurkat NFkB inh	697 NFkB inh
O=C(NNC(=O)c1ccccc1Cl)c1ccco1	-19	-6	-19	0	5	-1	6	-2
CCCCNC(=O)C1CCCN1S(=O)(=O)c1cccc2nsnc12 (stereo not drawn)	-12	-4	15	3	0	-6	6	8
CCN1CCN(c2c(C(=O)c3ccc(OC)cc3)cnc3ccccc23)CC1	-3	-12	6	6	3	-12	1	1
Cc1nn(C)c(N)c1-c1ccccc1	-3	3	-12	-2	5	-13	-8	25
O=C(c1cccc(O)c1)N1CCN(C(=O)C2CC2)CC1	2	0	12	-3	-8	-2	-5	-30
Cc1cnnc2c1-c1nonc1CC2	-9	11	-9	3	-3	4	-17	4
CCOC(=O)C(NC(=O)CC)(Nc1ccc(S(N)(=O)=O)cc1)C(F)(F)F (stereo not drawn)	-16	4	-8	-5	7	6	9	11
COc1cccc(C(=O)NNC(=O)CCC(=O)O)c1	-33	3	0	1	5	-5	-5	14
CC(CCc1ccccc1)NC(=O)C(=O)NCCO (stereo not drawn)	-17	-1	-3	1	12	-1	3	16
CN1C(=O)N(C)C(c2ccccc2Cl)C2=C1CC(C)(C)CC2=O (stereo not drawn)	6	-24	22	-1	-2	20	5	1
O=C(CN1CCCCC1)Nc1nc(-c2ccc(F)c(F)c2)cs1	15	-25	-17	-6	4	14	-27	-41
CCc1nnc(NC(=O)CSc2nnc(C(C)NC(=O)c3ccccc3F)n2C)s1 (stereo not drawn)	3	0	0	-7	-4	-1	2	17
O=C(CSc1nnc(-c2cccs2)n1-c1ccccc1)Nc1ccccc1	-4	-3	-15	4	6	8	-5	13
COc1cc([C@H]2OC[C@H]3[C@@H]2CO[C@@H]3c2ccc(O[C@H]3O[C@H](CO)[C@@H](O)[C@H](O)[C@H]3O)c(OC)c2)ccc1O[C@@H]1O[C@H](CO)[C@@H](O)[C@H](O)[C@H]1O	10	3	2	-11	-5	-7	-4	-10
Cn1c(NC(=O)c2cccc(Cn3cc(Cl)cn3)c2)nc2ccccc21	-8	-131	18	-12	12	-5	-5	-143
C=CCSc1nc2c(c(=O)n(C)c(=O)n2C)n1CC	-12	11	-8	-7	7	-4	19	-3
COC(=O)c1sc(-c2ccc(Cl)cc2)cc1N	9	-45	3	63*	7	15	-42	-57
Cn1c(N)c(C(=O)CSc2nnc(-c3cccs3)n2C2CC2)c(=O)[nH]c1=O	2	3	10	2	-1	-4	-4	10
Cc1ccc(NC(=O)CSc2nccc(=O)[nH]2)c(S(=O)(=O)N2CCOCC2)c1	-2	1	-13	-9	2	-3	-2	10
Cc1c(N(C)C(=O)COc2ccc3ccccc3c2)c(=O)n(-c2ccccc2)n1C	2	-7	5	-6	-1	2	-11	-2
COc1cc(CN2CCNC(=O)C2CC(=O)O)cc(OC)c1 (stereo not drawn)	-11	-6	-3	7	5	-2	10	16
COc1ccccc1-n1c(SCC(=O)N2CCCCC2)nc(O)c(Cc2ccccc2)c1=O	-3	1	-8	1	5	-21	10	13
COc1ccc(-c2nnc3ccc(SCc4ccccc4)nn23)cc1	7	7	26	7	49*	18	15	-27
COc1cccc(C2Oc3ccccc3C3CC(c4cccs4)=NN32)c1 (stereo not drawn)	9	-21	12	-9	4	-1	-27	-40
O=C(NC1CCCC1)C(c1ccccc1)N(Cc1cccnc1)C(=O)Cc1cccs1 (stereo not drawn)	-2	57*	5	8	-4	-3	-30	1

Profiles, quoted from the list. Values in the order: Apaf1 inhib | Gli-Sufu antag | CCR6 antagonist | SENP8 block | UBC13 polyUb | EBI2 antag | Jurkat NFkB inh | 697 NFkB inh
O=C(c1cccc(O)c1)N1CCN(C(=O)C2CC2)CC1 in the list: 2 | 0 | 12 | -3 | -8 | -2 | -5 | -30
CCCCNC(=O)C1CCCN1S(=O)(=O)c1cccc2nsnc12 (stereo not drawn) in the list: -12 | -4 | 15 | 3 | 0 | -6 | 6 | 8
CN1C(=O)N(C)C(c2ccccc2Cl)C2=C1CC(C)(C)CC2=O (stereo not drawn) in the list: 6 | -24 | 22 | -1 | -2 | 20 | 5 | 1
COc1cccc(C(=O)NNC(=O)CCC(=O)O)c1 in the list: -33 | 3 | 0 | 1 | 5 | -5 | -5 | 14
O=C(CSc1nnc(-c2cccs2)n1-c1ccccc1)Nc1ccccc1 in the list: -4 | -3 | -15 | 4 | 6 | 8 | -5 | 13

The listing picks up; the two compounds before the break are reprinted first.
SMILES	Apaf1 inhib	Gli-Sufu antag	CCR6 antagonist	SENP8 block	UBC13 polyUb	EBI2 antag	Jurkat NFkB inh	697 NFkB inh
COc1cccc(C2Oc3ccccc3C3CC(c4cccs4)=NN32)c1 (stereo not drawn)	9	-21	12	-9	4	-1	-27	-40
O=C(NC1CCCC1)C(c1ccccc1)N(Cc1cccnc1)C(=O)Cc1cccs1 (stereo not drawn)	-2	57*	5	8	-4	-3	-30	1
NC(=O)N/N=C1\c2ccccc2-c2c(C(N)=O)cccc21	9	-8	-2	-1	-10	-19	-12	11
Cc1cc(C)c(S(=O)(=O)Nc2cccc(/C=C/C(=O)O)c2)c(C)c1	-8	0	-5	-4	3	-12	-10	19
COc1ccc(C(C[N+](=O)[O-])c2c(C)cc3ccccn23)c(OC)c1 (stereo not drawn)	9	-3	25	3	-12	-4	7	4
COC(=O)c1ccc(COc2ccc(/C=N/Nc3cccc(C(=O)O)c3)cc2)cc1	-8	-68	-1	7	-17	-6	-45	-82
O=C(Oc1ccccc1)N1CCN(C(=O)c2ccco2)CC1	1	-12	11	-8	0	-12	-13	-3
COC(=O)NCC(C)OC(=O)Nc1ccc(Cl)cc1 (stereo not drawn)	1	-22	-4	-8	-1	3	-4	-13
CC1(C(=O)CSc2nc3ccccc3[nH]2)CCC(=O)O1 (stereo not drawn)	1	-3	12	-1	-6	-7	-4	12
c1ccc(CCn2cnc3ccccc32)cc1	4	-16	2	-12	-7	-5	-16	-22
Oc1oc(-c2ccccc2)nc1/C=N/c1ccccn1	12	-42	20	-20	-8	7	-59	-72
CCOc1cc2c(cc1OCC)C(c1ccc(OC)c(OC)c1)N(c1ccc(C(=O)O)cc1)C(=O)C2 (stereo not drawn)	2	2	2	5	-6	-4	7	11
COc1ccc(/C=C/C2=CC(C)(C)NC(=S)N2)cc1OC	8	-7	17	-9	-13	-6	-18	-4
COc1cc(C(=O)N2CCN(c3ccccn3)CC2)cc(OC)c1OC	5	-4	11	14	-6	-1	-5	-6
CN(CC(CC(=O)Nc1nncs1)c1ccccc1)S(=O)(=O)c1ccccc1 (stereo not drawn)	0	26	17	1	-3	-6	-3	16
CC(C)(C)NC(=O)C(c1cccs1)N(Cc1ccc(F)cc1)C(=O)c1csnn1 (stereo not drawn)	17	-4	18	-8	-3	-8	5	11
Cc1ccc(F)cc1NCC(=O)Nc1ccc(Br)cc1	6	-17	3	-10	-2	-2	-45	-7
CC/C(=C/c1sc2ccccc2[n+]1CC)SC	-1	5	18	3	-3	14	-4	6
CCCCN(C(=O)CN1CC(C)OC(C)C1)c1c(N)n(CC(C)C)c(=O)[nH]c1=O (stereo not drawn)	-9	-3	9	4	6	-2	-1	2
Cc1nc2ccc(C(=O)N3CCCC(CO)(Cc4ccc(F)cc4F)C3)cc2nc1C (stereo not drawn)	11	-13	11	-3	-15	-2	-21	-12
O=C(O)/C=C/c1ccc(S(=O)(=O)Nc2cccnc2)cc1	-5	-10	6	-10	-5	-10	-5	-6
O=C(NC1CCC1)C1CCC(=O)N(Cc2ccccc2F)C1 (stereo not drawn)	-8	2	-1	0	-5	8	-7	-1
COc1cccc(NC(=O)CN(C)C(=O)CSc2ncnc3sc(C)c(C)c23)c1	12	2	10	-1	0	11	47	15
CC(Oc1ccc(C(=O)c2ccccc2)cc1)C(=O)Nc1ccc(S(N)(=O)=O)cc1 (stereo not drawn)	-13	-3	10	8	2	-8	10	-1
COc1ccc(S(=O)(=O)N2CCN(Cc3ccccc3)CC2)cc1	0	6	-8	-13	-11	-6	-2	21
CC(=O)Nc1cccc(OCC(O)Cn2c(C)nc3ccccc32)c1 (stereo not drawn)	2	-4	17	-14	-5	-4	1	3
Cc1ccc(/C=N/NC(=O)CNC(=O)c2ccc(S(=O)(=O)N(C)C)cc2)cc1	-1	-4	2	2	7	45*	9	7

New compounds follow:
SMILES	Apaf1 inhib	Gli-Sufu antag	CCR6 antagonist	SENP8 block	UBC13 polyUb	EBI2 antag	Jurkat NFkB inh	697 NFkB inh
O=C(Nc1ccc(Cl)c(Cl)c1)c1ccc2c(c1)OCO2	2	-111	-6	77*	-1	-7	-205	-370
Cc1cc(NS(=O)(=O)c2ccccc2)no1	0	4	2	-10	-12	-1	1	-4
CCCN(CCC)CCNC(=O)Cn1cnc2sc(C)c(S(=O)(=O)N3CCOCC3)c2c1=O	3	6	-9	-1	-2	6	-8	11
Cc1cc(=O)[nH]c2c(C)cc(S(=O)(=O)NCc3ccccc3)cc12	1	18	-1	3	6	0	27	-9
Cc1cc(C)cc(OCC(=O)OCCN2C(=O)c3ccccc3C2=O)c1	7	7	-4	-6	8	1	2	11
Cn1c(N)c(C(=O)COC(=O)CCc2c[nH]c3ccccc23)c(=O)n(C)c1=O	0	-2	-1	-1	1	-3	2	5
O=C1c2ccccc2NC(c2cccc(Cl)c2)N1N=C1CCCCCC1 (stereo not drawn)	14	0	3	0	16	-2	-8	10
CCOC(=O)c1[nH]c2ccc(OC)cc2c1NC(=O)CCN1CCSCC1	-2	-18	-2	-2	13	-4	11	4
CCN(CC)CCN(C)c1ccc(N2C(=O)C3CC=CCC3C2=O)cc1[N+](=O)[O-] (stereo not drawn)	-10	24	8	-6	-10	-5	-1	-1
O=C1Nc2c(c(=O)[nH]c(=O)n2-c2ccccc2)C1(Nc1ncccn1)C(F)(F)F (stereo not drawn)	0	-5	20	-2	-7	4	-7	6

Screening results from PubChem.

These rows are one share of the data, so the mix of outcomes need not match the whole.
